# Screening results as filed in PubChem.
# SIAE inh – human SIAE inhibition, primary screen | 370,000 tested, 0.69% active | inhibition, % at 9.66 µM | SIAE FP-Rh probe binding, fluorescence polarization;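 active means inhibition above a cutoff: mean of compounds within the control limits plus 3 SD of those, cut at about 17% in these data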;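 further: 0% = plate median of compound wells and 100% = probe without SIAE protein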
# LEDGF integ inh – blocks HIV-1 LEDGF/p75-dependent DNA integration; TR-FRET IN-LEDGF/p75 DNA integration, Eu/Cy5; inhibition, % at 3.7 µM; 370,000 tested, 0.64% active;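 active means inhibition above the screen-wide mean plus 3 SD, cut at about 13% in these data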;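 further: signal is the Cy5 over europium emission ratio at 671 and 618 nm; 0% = plate median of compound wells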
# Tn7 DDE FP – inhibitors of Tn7 peptide binding to human fibrin DD(E); P02675; FP displacement of FITC-Tn7 peptide from fibrin DD(E); 0% = median of compound wells per plate; inhibition, % at 8.3 µM; 370,000 tested, 0.13% active;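 active means inhibition above the mean of compounds falling within the control limits plus 3 SD of them, cut at about 14% in these data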;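 further: 0% = plate median of compound wells and 100% = 10 µM Aha-Tn7 peptide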
#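 Assay system: Human clot-derived fibrin DD(E) complex | Buffer or medium: Tris/NaCl/CaCl2 buffer, pH 7.8 | Repeats: One replicate per compound | Benchmarks: Aha-Tn7 high control | Measure: % inhibition scaled between sample-field median and high-control FP | Schedule: 10 min plus 3 h, room temperature | Signal: Fluorescence polarization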
# TCR-CD3 inh – blocks the human TCR-CD3 interaction; TAMRA-labeled TCR probe fluorescence, biochemical; inhibition, % at 9.4 µM; 360,000 tested, 0.37% active; AID 651800; in the data active means inhibition above about 19%;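 further: recombinant mutant TCR 2C K166C tagged with TAMRA read by polarization; 0% = receptor in buffer alone and 100% = receptor with positive control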
# TDP2 inh – TDP2 (human) inhibition, absorbance primary screen; inhibition, % at 12.8 µM; 370,000 tested, 0.34% active; recombinant TDP2, T5PNP hydrolysis, p-nitrophenol absorbance 415 nm;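 active means inhibition above the mean of all tested compounds plus 3 SD, set per campaign, cut at about 25% in these data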;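 further: 0% = DMSO with enzyme and 100% = buffer with substrate but no TDP2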
#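 test system = human TDP2 enzyme | input = TDP2 enzyme at 120 nM final | medium = 50 mM Tris-HCl pH 7.5 with Mg2+, KCl, DTT, BSA | also added = T5PNP substrate, 5 mM | times = 2 h at 37 °C | technique = epi absorbance | benchmarks = high control without enzyme, low control DMSO plus TDP2 | replication = each compound tested once, singlicate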
# MBD2 inh – inhibitors of human MBD2 binding to methylated oligonucleotide. 370,000 tested, 0.31% active. Q9UBB5. inhibition, % at 4.4 µM. TR-FRET; in the data active means inhibition above about 13%
# Tn6 DDE FP – inhibitors of Tn6 peptide binding to human fibrin DD(E) | P02675 | Fibrin DD(E) TRITC-Tn6 fluorescence polarization displacement | inhibition, % at 8.3 µM | 370,000 tested, 0.21% active | AID 720509;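 active means inhibition above a per-campaign cutoff: mean of compounds within control limits plus 3 SD, cut at about 15% in these data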;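 further: 0% = median of all compound wells on the plate and 100% = blocking peptide control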
# PRMT1 inh – PRMT1 (human) inhibition, primary screen; Q99873; recombinant PRMT1, activity-based probe fluorescence polarization; inhibition, % at 2.79 µM; 370,000 tested, 1.3% active; AID 652257;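 active means inhibition above about 21% made by adding two undisclosed values, limit read from the data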
# UHRF1 binding – human UHRF1 methylated DNA binding inhibitors; Q96T88; UHRF1 binding to methylated oligo, TR-FRET; inhibition, % at 4.4 µM; 370,000 tested, 0.75% active; in the data active means inhibition above about 21%;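 further: UHRF1 SRA domain binding a hemimethylated CpG hairpin DNA probe; 0% = median of test compound wells and 100% = reference inhibitor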
# KLK7 zymogen act – proKLK7 (human) activation, primary screen | AID 652039 | 370,000 tested, 0.9% active | purified proKLK7, EDANS-DABCYL substrate fluorescence; 100% is mature enzyme control, 0% vehicle | P49862 | activation, % at 7 µM;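 active means activation above the mean of all tested compounds plus 3 SD, computed per campaign excluding outliers beyond control limits, cut at about 13% in these data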
# * = called active by the depositor; x = not tested or not shown. No enrichment for hits, and some 4.6% of all compounds hit somewhere here.
No.	smiles	KLK7 zymogen act	UHRF1 binding	LEDGF integ inh	TDP2 inh	Tn6 DDE FP	MBD2 inh	PRMT1 inh	SIAE inh	Tn7 DDE FP	TCR-CD3 inh
1	CCOc1ccc(C2C(C#N)=C(N)SC(N)=C2C#N)cc1OCC	-0.6	16	0	-3	-5	3	-3	-16	-3	-12
2	COc1ccc(/C=C2/C(=O)N(c3ccccc3)N=C2C)c(OC)c1	-0.5	-4	4	3	3	-1	-1	0	2	0
3	Cc1cc(C)c2c(c1)/C(=C/C(=O)c1ccc(Br)s1)C(=O)N2	-0.4	0	2	-4	2	-5	-4	0	-2	4
4	COc1ccc(-c2sc3ccccc3c2C#CC2(O)CCCCC2)cc1	-8.2	2	0	-3	12	3	0	-35	-6	1
5	O=C(CSc1ncccn1)NCCC1=CCCCC1	-0.1	-1	1	11	-2	-3	2	4	4	5
6	COc1cccc(CN(Cc2ccccc2F)S(=O)(=O)c2ccc(S(=O)(=O)NCc3ccccc3)cc2)c1	0.3	3	4	-4	-4	0	0	7	-4	2
7	Cc1nc(SCc2nc3ccc(F)cc3[nH]2)c2oc3ccccc3c2n1	0.3	-2	-2	6	7	-1	0	-27	-4	-4
8	COc1ccc(CN2CCN(C(=O)c3ccco3)CC2)c(OC)c1OC	0.3	1	-2	-10	-1	-6	-5	8	-5	-1
9	COCCCN1C(=O)C(CC(=O)NCc2cccc3ccccc23)CC(C(=O)N(C(C)C)C(C)C)=C1C (centres undefined)	0.6	6	2	-14	-2	0	6	-2	3	-2
10	C[C@H](NC(=O)c1ccccc1)C(=O)OCC(=O)Nc1ccc2c(c1)OCO2	-0.2	0	0	-6	10	-2	-3	-3	3	5
11	COc1cc(CN2C(=O)C(NC(=O)c3ccco3)(C(F)(F)F)C3=C2CC(C)(C)CC3=O)cc(OC)c1 (centres undefined)	0.6	1	1	-15	-5	-4	-1	2	-6	2
12	O=C(NCCc1ccccc1)c1ccc(CS(=O)(=O)Cc2ccccc2F)o1	0.5	-3	-4	-2	4	-8	1	-2	4	6
13	CCSc1nnc(NC(=O)CCc2ccccc2)s1	0.5	0	2	4	1	2	-3	0	-3	7
14	O=C(CCC1CCCCC1)NCCS(=O)(=O)N1CCN(c2ccccc2F)CC1	-0.5	-2	2	0	-1	-2	-3	1	0	1
15	O=C(Nc1ccccc1)NN1CC(=O)N(c2ccc(Cl)cc2)CC1=O	-0.1	-1	-3	11	8	2	2	1	1	1

# Pulled by structure from above (4):
No.	smiles	KLK7 zymogen act	UHRF1 binding	LEDGF integ inh	TDP2 inh	Tn6 DDE FP	MBD2 inh	PRMT1 inh	SIAE inh	Tn7 DDE FP	TCR-CD3 inh
3	Cc1cc(C)c2c(c1)/C(=C/C(=O)c1ccc(Br)s1)C(=O)N2	-0.4	0	2	-4	2	-5	-4	0	-2	4
11	COc1cc(CN2C(=O)C(NC(=O)c3ccco3)(C(F)(F)F)C3=C2CC(C)(C)CC3=O)cc(OC)c1 (centres undefined)	0.6	1	1	-15	-5	-4	-1	2	-6	2
13	CCSc1nnc(NC(=O)CCc2ccccc2)s1	0.5	0	2	4	1	2	-3	0	-3	7
8	COc1ccc(CN2CCN(C(=O)c3ccco3)CC2)c(OC)c1OC	0.3	1	-2	-10	-1	-6	-5	8	-5	-1

# More compounds follow:
No.	smiles	KLK7 zymogen act	UHRF1 binding	LEDGF integ inh	TDP2 inh	Tn6 DDE FP	MBD2 inh	PRMT1 inh	SIAE inh	Tn7 DDE FP	TCR-CD3 inh
16	O=C(c1cccc(Cl)c1)N1CCC(N2CCC(C(=O)N3CCOCC3)CC2)CC1	-0.4	0	-3	1	12	-6	-2	-8	-4	14
17	COc1ccc(/C=N/N2CCN(c3ccccc3)CC2)cc1Br	0.9	5	4	-13	-6	3	-2	-7	-4	3
18	CCCCn1c(-c2ccc(Cl)cc2)nc2c(=O)n(C)c(=O)[nH]c21	-0.2	3	-3	-6	1	0	-1	-3	-4	5
19	CN(C(=O)COC(=O)/C=C/c1ccc(Cl)c(Cl)c1)c1c(N)n(Cc2ccccc2)c(=O)[nH]c1=O	0.4	-1	4	-6	3	-4	-2	-12	-2	-5
20	Cc1ccc(NC(=O)CCN2CC(C)OC(C)C2)cc1C (centres undefined)	0.2	2	-1	2	2	1	-1	2	5	4
21	CN(C)C(=O)c1cccc(COc2ccc(N3C(N)=NC(N)=NC3(C)C)cc2Cl)c1	-0.5	1	3	1	3	5	3	1	1	-5
22	CC(C)=CC(=O)NCC1CCN(C(=O)C(=O)c2cc3ccccc3o2)CC1	0.5	-1	1	2	-2	0	1	0	-7	0
23	COc1ccc(OC)c(/C=N/NC(=O)Cc2nc3ccccc3[nH]2)c1	-10	3	-1	-10	1	2	2	6	3	2
24	Cc1cc(C)c(OCCCCN2CCC(C)CC2)c(Br)c1	0.6	1	-4	-1	-2	1	3	1	1	2
25	COC(=O)C1CN(CC(C)C)CCS(=O)(=O)N1Cc1cccc(Cl)c1 (centres undefined)	0.1	-2	0	2	-9	-3	-5	0	-3	x
26	N#CCSc1nc2c(cc1C#N)CCCCCC2	15*	-1	1	7	-3	-4	1	-1	4	-5
27	COc1ccc(Cn2c(-c3ccco3)nc3oc4ccccc4c(=O)c3c2=O)cc1	0.6	-1	1	-3	2	4	-5	9	4	2
28	CC1CC(=NNC(=O)C2COc3ccccc3O2)CC(C)(C)C1 (centres undefined)	-0.1	-3	-3	5	1	-2	2	2	8	1
29	O=c1c([N+](=O)[O-])c(O)c2cccc3c2n1CCC3	-0.1	2	2	0	-7	4	15	3	1	2
30	COc1cc(NC(=O)C2CCCC2)c(OC)cc1Cl	0.1	1	5	-3	6	0	-3	0	0	-2
31	COCCCC1CCN(C(=O)C2CCC(=O)N(Cc3cccc(F)c3)C2)CC1 (centres undefined)	-0.1	-1	1	5	1	-3	-1	8	-3	-3
32	CCCCOC(=O)Nc1nnc(-c2ccccc2OC)s1	-1.0	-4	-4	15	2	4	1	2	4	-4
33	COc1ccc(N2CCN(CCNS(=O)(=O)c3ccc(F)cc3)CC2)cc1	-0.2	1	-4	4	6	1	0	4	7	x
34	COc1ccc(N2CCN(CCN3C(=O)c4ccccc4C3=O)CC2)cc1	0.2	0	-2	2	1	4	2	6	2	-6
35	CN(C)c1ccc(C(=S)N2CCN(c3ccc([N+](=O)[O-])cc3)CC2)cc1	-0.3	-5	3	-9	-5	1	23*	10	5	1
36	COC(=O)c1cccc(NC(=O)CCCN2C(=O)NC3(CCCC3)C2=O)c1	0.1	-3	2	8	-5	3	1	0	1	9
37	N#Cc1ccc(NC(=O)Cn2cnc(S(=O)(=O)N3CCCC3)c2)cc1	0.4	-1	1	-5	11	-3	-1	2	2	4
38	COCCOC(=O)C1=C(C)NC2(O)c3ccccc3C(=O)C12O (centres undefined)	0.5	-12	-15	46*	0	-4	-2	3	10	3
39	CC1(C)Cc2cccc(Oc3ccc(S(=O)(=O)N4CCCCC4)cn3)c2O1	-0.6	-2	0	-4	4	1	-4	-6	-3	5
40	CCN(CC)S(=O)(=O)N1CCC(C(=O)NCc2ccc3c(c2)OCO3)CC1	0.2	-2	-2	5	8	3	2	-4	7	-5
41	Cc1c(Cl)cccc1N1C(=O)c2ccccc2C1=O	0.7	4	3	-14	-2	-1	1	2	0	-2
42	Cc1ccc(/C(O)=C2\C(=O)C(=O)N(C)C2c2ccccc2)cc1 (centres undefined)	0.2	-6	2	1	3	0	-1	7	0	6
43	Cc1cc(C(=O)Nc2ccccc2N2CCOCC2)ccc1[N+](=O)[O-]	0.5	-2	2	-10	-1	-5	-2	-1	4	4
44	Cc1cc(C(=O)Cn2nnc3ccccc3c2=O)c(C)n1-c1ccccc1F	1.3	0	0	6	-6	-2	-2	-8	3	-1
45	COc1cccc(CNC(=O)CN(C)S(=O)(=O)c2ccc(Br)s2)c1	-0.8	0	-1	5	5	3	5	-6	-1	-1
46	CC(=O)c1cccc(OCC(=O)N(CCC2=CCCCC2)c2c(N)n(Cc3ccccc3)c(=O)[nH]c2=O)c1	-0.8	10	-2	-3	-2	8	-3	-12	5	3
47	COc1ccc(N2C(=O)c3ccccc3NC(=O)C2C(=O)Nc2ccc3c(c2)OCCO3)cc1 (centres undefined)	1.2	-2	2	0	-3	-5	-2	1	-1	5
48	COc1ccc(Cl)cc1C(=O)NCC(c1ccco1)N(C)C (centres undefined)	0.2	-3	3	6	7	-4	-3	3	-6	0
49	CC(C)NC(=O)N1Cc2cc(C(=O)NC3CCC3)nc(-c3cccc(-c4cncnc4)c3)c2[C@H]1CCO	-0.3	0	3	6	3	-1	-4	-3	-10	-6
50	O=C1CC(=O)Nc2cc(S(=O)(=O)NCc3cccs3)ccc2N1	0.1	24*	-1	8	-2	9	1	0	2	-5
51	Cc1cccc(S(=O)(=O)Nc2nc3ccccc3nc2Nc2ccc3c(c2)OCO3)c1	0.7	0	-1	1	0	-4	1	2	-3	5
52	Nc1nnc(SCC(=O)N2CCc3ccccc3C2)s1	0.1	4	-4	-2	3	-4	-1	-4	0	8
53	CCCCOc1ccc(C(=O)Nc2ccc(N3CCN(C(=O)C(C)C)CC3)cc2)cc1	-0.4	-2	0	-12	-5	33*	-3	-3	2	4
54	COc1ccccc1NC(=O)Cc1noc(CSc2n[nH]c(N)n2)n1	-0.2	0	0	6	-2	3	-4	5	-7	8
55	CC[C@]12c3[nH]c4ccc(OC)cc4c3CCN1C(=O)C(CC(=O)NCc1ccc(OC)c(OC)c1)C[C@@H]2C(=O)N1CCN(C(=O)C2CC2)CC1 (some centres undefined)	0.0	0	-5	3	-2	1	2	4	-5	1
56	c1ccc(C[C@H]2CN=C(Nc3ccccc3)N2CCC2CCCC2)cc1	-0.8	4	3	-23	-7	-1	0	-13	-5	6
57	Fc1cccc(CCN2CCNC[C@H]2Cc2cccc3ccccc23)c1	0.3	1	-3	-29	10	-5	-3	-2	-7	-6
58	C=CCn1c(SCC(=O)Nc2cc(C)on2)nc2sc(CC)cc2c1=O	-0.7	1	0	1	-2	-2	-3	-10	4	4
59	CC1c2[nH]c3ccccc3c2C[C@H]2C(=O)N(CCCO)CC(=O)N12 (some centres undefined)	1.0	1	4	-14	9	-2	0	2	-4	5
60	COc1ccc([C@H]2N[C@]3(CCCN(Cc4ccc(F)cc4)C3=O)[C@H]3C(=O)N(Cc4ccccc4)C(=O)[C@@H]23)cc1	0.1	-1	2	6	-8	2	-2	-4	-5	4
61	Cc1nc2c(OCc3ccc(Cl)cc3)cccn2c1N(C)C(=O)CCC1CCCC1	0.1	0	1	-7	-3	-4	-7	2	0	-3
62	O=C(CSc1ccccc1)N1CCCC(N2CCN(c3ccccc3)CC2)C1 (centres undefined)	0.7	0	5	8	11	3	-2	4	4	3
63	Fc1ccccc1NC(=S)N(CCN1CCCCC1)Cc1ccco1	-0.3	5	5	-25	-3	4	0	-6	-1	7
64	C=C1CC[C@@H]2[C@](C)(CO)[C@H](O)CC[C@@]2(C)[C@@H]1/C=C/C1=CCOC1=O	0.5	0	-3	10	-4	7	8	2	-2	-4
